Cneo AK release: Cryptococcus neoformans lysis via adenylate kinase release. C. neoformans lysis, adenylate kinase release luminescence, 4 h; normalised: neutral wells 0, clomiphene wells 100. lysis activity, % at 15 µM. 360,000 tested, 0.2% active. AID 651654;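 active means mean lysis activity across replicates of at least 80%, whatever share of replicates individually reach that level; inactive means mean lysis activity below 80%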
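Assay system: Cryptococcus neoformans yeast cells / Dosing: single-point compound dose / Timing: 4 h at 37 °C static, read 1 h later / Measured by: luminescence of released adenylate kinase using an AK detection reagent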
ARNT TACC3 PPI: ARNT/TACC3 interaction disruption | Q9Y6A5 | AlphaScreen His-ARNT PAS-B/GST-TACC3 binding, luminescence; TACC3 fragment carries E629A point mutation | inhibition, % at 9.99 µM | 390,000 tested, 0.66% active | AID 623870;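 active means mean inhibition of replicates at least 50% and at least half of replicates each reaching 50%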;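 further: 0% = complete ARNT plus TACC3 wells and 100% = ARNT alone without TACC3; many hits fall short of the cut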
PGC1a acetyl inh: modulators of PGC1a acetylation | U2OS PGC1a acetylation, AlphaScreen anti-acetyl-lysine; with virally co-expressed GCN5 acetyltransferase | inhibition, % at 15.6 µM | 350,000 tested, 0.17% active | AID 651687;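 active means every replicate shows inhibition of at least 40%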;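 further: 0% = neutral control wells and 100% = positive control wells; some results beyond the cut were filed as inactive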
PAX8 reporter: inhibitors of PAX8 transcriptional activity in RMG-I cells; RMG-I TPO-luciferase reporter, SteadyGlo, 24 h; inhibition, % at 12.6 µM; AID 652154; 360,000 tested, 1.2% active;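 active means mean replicate inhibition at least 60% with every replicate also reaching 60%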;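 further: luciferase light reporting Pax8 driven TPO promoter activity; plate controls were median of neutral control wells for no effect and mitoxantrone controls for full effect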
C2C12 statin: suppressors of simvastatin-induced myotoxicity in C2C12 myotubes; rescue of ATP level, % at 7.49 µM; 330,000 tested, 0.78% active; ATP luminescence, 48 h; scaled: DMSO 0, geranylgeraniol control 100;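 active means mean ATP rescue above about 67%, or every replicate alone reaching that limit, limit read from the data, passing the limit was not always enough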;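 further: myotubes were challenged with 10 µM simvastatin during compound exposure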
LGR2 antag: inhibitors of bursicon-induced Drosophila LGR2 receptor cAMP signaling. HEK293 LGR2, CRE-luciferase, bursicon-stimulated, 4 h. inhibition, % at 9.99 µM. 380,000 tested, 0.35% active. AID 720647;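 active means drop in luminescence signal, shown as inhibition above about 50% in the replicate tests, limit read from the data, passing the limit was not always enough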;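 further: agonist challenge used bursicon conditioned medium at about half maximal strength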
GSIS activator: GLuc luminescence reporter in INS-1E cells, primary screen for activators of glucose-dependent secretion of insulin; INS-1E GLuc reporter insulin secretion, 2-3 h; activation, % at 16.6 µM; 370,000 tested, 0.61% active;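 active means lowest replicate activation of at least 40%, so every replicate reaches that level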;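 further: 0% = median of neutral control wells and 100% = median of IBMX positive control wells; some compounds called inactive have numbers as strong as hits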
PglD DTNB: inhibitors of Campylobacter jejuni PglD acetyltransferase; purified PglD enzyme, DTNB colorimetric CoA detection; inhibition, % at 12.5 µM; 360,000 tested, 0.098% active; in the data active means inhibition above about 16%, passing the limit was not always enough; further: strong numbers were not always called active
An asterisk follows results filed as active; x = not tested or not shown.

SMILES | Cneo AK release | ARNT TACC3 PPI | PGC1a acetyl inh | PAX8 reporter | C2C12 statin | LGR2 antag | GSIS activator | PglD DTNB
Cc1cc(C)c2c(Cn3ccnc3)cc(=O)oc2c1 | 2 | -5 | 13 | 3 | 1 | 4 | 1 | 0
COc1cccc(/C(O)=C2/C(=O)C(=O)N(CCN(C)C)C2c2ccc(Br)cc2)c1 (stereo unspecified) | 2 | x | 0 | x | -1 | x | x | 1
CCCOc1ccc(-c2nnc(-c3ccncc3)o2)cc1 | -2 | -4 | -11 | -149 | 9 | x | x | 1
COc1ccc(S(=O)(=O)N2CCC(C(=O)NCCC(=O)Nc3ccc(Cl)cc3)CC2)cc1 | -7 | -2 | -12 | 16 | 36 | -1 | -3 | 0
Cc1ccc2c(c1)c1nnc(SCC(=O)Nc3ccccc3C(F)(F)F)nc1n2CC(=O)O | x | 16 | -8 | 3 | x | -18 | -3 | x
COc1ccc(S(=O)(=O)N(C)CC(=O)NCCC2=CCCCC2)cc1OC | 1 | x | -4 | x | 8 | x | x | 4
COc1ccc(S(=O)(=O)Nc2ccc3c(c2)C(=O)N([C@H](C)CO)C[C@H](C)[C@@H](CN(C)Cc2ccccc2)O3)cc1 | -3 | -2 | 4 | x | -11 | 3 | -2 | 6
CC(C)CN(C(=O)CN1CCN(c2ccc([N+](=O)[O-])cc2)CC1)c1c(N)n(CC(C)C)c(=O)[nH]c1=O | -1 | -6 | 12 | 15 | 1 | 4 | 1 | 3
C[C@H]1CN([C@@H](C)CO)S(=O)(=O)c2ccc(C3=CCCCC3)cc2O[C@H]1CN(C)Cc1ccccc1 | -1 | 22 | 22 | x | -52 | 7 | -19 | -6
CC(=O)Nc1cccc(NC(=O)c2cc(-c3cccnc3)nc3ccc(Cl)cc23)c1 | x | 3 | -9 | 11 | x | 11 | -1 | x
O=Cc1cccn1-c1ncc(Br)cn1 | 2 | 24 | -4 | -3 | 0 | 16 | 5 | 0
CCn1ccnc1CN1CCCC(C(=O)c2ccc3cc(OC)ccc3c2)C1 (stereo unspecified) | 25 | 18 | -8 | 0 | -32 | -8 | -26 | 4
O=C(COc1ccccc1Cl)NCCCNC(=O)c1cccnc1 | -1 | 11 | x | -12 | 5 | 4 | 2 | -8
COc1ccccc1NS(=O)(=O)c1cc(NC(C)=O)ccc1N1CCCCC1 | 1 | 24 | -18 | -15 | 2 | 4 | -8 | 1
C[C@@H](O)C#Cc1ccc([C@H]2[C@@H](CO)N3CCCCN(S(=O)(=O)Cc4ccccc4)C[C@@H]23)cc1 | 1 | -8 | 2 | -16 | 14 | -16 | 9 | 6
CCCc1cc(=O)[nH]c(SCC(N)=O)n1 | -6 | -1 | -13 | x | -4 | x | x | 0
COc1ccc(-n2nnnc2C(CCc2ccccc2)N2CCN(C/C=C/c3ccccc3)CC2)cc1 (stereo unspecified) | 1 | x | 4 | 28 | -3 | -6 | -28 | 3
O=[N+]([O-])c1cccc2nc(-c3ccccc3)c(-c3ccccc3)nc12 | -3 | 20 | -18 | 3 | 16 | 5 | -29 | -6
Cc1ccsc1C1C=C(c2cccc(Br)c2)Nc2ncnn21 (stereo unspecified) | 1 | 23 | -4 | x | -31 | x | x | -6
O=C1NC2(CCCCCC2)C(=O)N1Cc1ccccc1 | 25 | -13 | 17 | 37 | 3 | 0 | -16 | 14

Laid out differently: results already given
COc1cccc(/C(O)=C2/C(=O)C(=O)N(CCN(C)C)C2c2ccc(Br)cc2)c1 (stereo unspecified)
  Cneo AK release = 2
  ARNT TACC3 PPI = x
  PGC1a acetyl inh = 0
  PAX8 reporter = x
  C2C12 statin = -1
  LGR2 antag = x
  GSIS activator = x
  PglD DTNB = 1
CCCOc1ccc(-c2nnc(-c3ccncc3)o2)cc1
  Cneo AK release = -2
  ARNT TACC3 PPI = -4
  PGC1a acetyl inh = -11
  PAX8 reporter = -149
  C2C12 statin = 9
  LGR2 antag = x
  GSIS activator = x
  PglD DTNB = 1
COc1ccc(S(=O)(=O)N2CCC(C(=O)NCCC(=O)Nc3ccc(Cl)cc3)CC2)cc1
  Cneo AK release = -7
  ARNT TACC3 PPI = -2
  PGC1a acetyl inh = -12
  PAX8 reporter = 16
  C2C12 statin = 36
  LGR2 antag = -1
  GSIS activator = -3
  PglD DTNB = 0

Other structures.
SMILES | Cneo AK release | ARNT TACC3 PPI | PGC1a acetyl inh | PAX8 reporter | C2C12 statin | LGR2 antag | GSIS activator | PglD DTNB
COc1cccc(S(=O)(=O)N[C@H]2CC[C@@H](CCN)O[C@H]2CO)c1 | 1 | 7 | 2 | 11 | -6 | 10 | -6 | 6
O=C1c2ccccc2C(=O)N1CCC1=CCCCC1 | -2 | -7 | -7 | x | 122* | x | x | -3
O=C(CN1C(=O)c2ccccc2C1=O)Nc1ccccc1N1CCOCC1 | x | 2 | 9 | 19 | -3 | x | x | x
O=[N+]([O-])c1ccc2nonc2c1Nc1ccccc1 | 0 | 6 | 7 | -12 | 2 | -8 | x | -1
CCOC(=O)c1ccc(NC(=O)C2CCCN(S(=O)(=O)c3cnc[nH]3)C2)cc1 (stereo unspecified) | 1 | -9 | 2 | -4 | -12 | 9 | -6 | -2
CS(=O)(=O)N1CCC(C(=O)N2CCN(Cc3ccccc3)CC2)CC1 | x | -3 | -5 | -6 | x | -3 | 11 | x
S=c1[nH]nc(-c2ccc3ccccc3n2)n1-c1ccc2c(c1)OCCO2 | x | -1 | 6 | 8 | x | 7 | 34 | x
COc1ccc(OC)c2c(N3CC(C)OC(C)C3)cc(C(F)(F)F)nc12 (stereo unspecified) | 0 | -10 | 10 | 5 | 5 | x | x | -1
Cc1ccccc1-c1cnc2c(c1)C(=O)N([C@@H](C)CO)C[C@H](C)[C@@H](CN(C)CC1CCCC1)O2 | -4 | -2 | 9 | 9 | -79 | -6 | -3 | -1
C[C@@H]1CN([C@@H](C)CO)C(=O)Cc2cc(NC(=O)Nc3ccccc3)ccc2O[C@@H]1CN(C)C(=O)Nc1ccc2c(c1)OCO2 | -1 | -9 | 0 | -2 | -7 | 6 | 19 | -5
Cc1ccc(NC(=O)CSCC(=O)NCCc2ccccc2)cc1 | 1 | 0 | -9 | 7 | -9 | 4 | 0 | -3
Cc1ccc(N(C)S(=O)(=O)c2cccc(C(=O)Nc3ccc(N4CCOCC4)cc3)c2)cc1 | -1 | x | -40 | 20 | 23 | 2 | -2 | -1
Cc1cccc(CN2C(=O)/C(=C\c3ccc(C(=O)NCCN4CCOCC4)cc3)Sc3ccccc32)c1 | 1 | 0 | 6 | x | 46 | x | x | -4
COc1ccc(S(=O)(=O)Nc2ccc3c(c2)C(=O)N([C@H](C)CO)C[C@@H](C)[C@H](CN(C)Cc2ccc(Cl)c(Cl)c2)OCCCC[C@@H](C)O3)cc1 | 30 | 4 | 15 | 66* | -15 | -17 | -18 | 3
CC(C(=O)N1c2ccc(F)cc2CCC1C)N1C(=O)c2ccccc2C1=O (stereo unspecified) | 0 | 4 | -18 | 7 | 0 | x | x | 1
COc1ccc(NC(=O)N(C)C[C@@H]2Oc3ccc(NS(=O)(=O)c4ccc(C)cc4)cc3C(=O)N([C@H](C)CO)C[C@@H]2C)cc1 | x | x | -11 | 3 | 9 | -18 | -6 | x
CN(CC(=O)NCCc1ccc(S(N)(=O)=O)cc1)CC(=O)Nc1cccc(F)c1 | 2 | 3 | 4 | -10 | -5 | -26 | 12 | 0
CC12CCCc3c(O)cc(=O)n(c31)-c1ccccc12 (stereo unspecified) | 5 | -3 | x | -8 | x | 19 | 2 | 7
C[C@@H]1CN([C@H](C)CO)C(=O)c2cccc(NS(=O)(=O)c3ccccc3)c2O[C@@H]1CN(C)C(=O)Nc1ccccc1 | 7 | -4 | -1 | -6 | 28 | -4 | 14 | 1
C[C@H](CO)N1C[C@H](C)[C@H](CN(C)Cc2ccccc2)Oc2ccc(NS(=O)(=O)c3ccc(F)cc3)cc2C1=O | 64 | -6 | 16 | 10 | -17 | -17 | -10 | 3
COc1cc2c(cc1OC)C(c1cccs1)N(C(=O)c1cccc(S(=O)(=O)N(C)C)c1)CC2 (stereo unspecified) | x | 6 | 12 | 0 | x | -4 | 9 | x
O=C(NCCCN1CCOCC1)c1ccccc1NS(=O)(=O)c1ccc(Br)cc1 | x | -1 | 1 | -2 | x | 4 | -9 | x
C=CCSc1nc2ccccc2c(=O)n1Cc1ccccc1 | x | 0 | x | 7 | x | 3 | 9 | x
COc1ccc(N2CC(NS(=O)(=O)c3ccc(F)cc3)CC2=O)cc1 (stereo unspecified) | x | -1 | 8 | -3 | 5 | 15 | 16 | x
C[C@@H]1CCCCO[C@H](CN(C)C(=O)Nc2ccc(C(F)(F)F)cc2)[C@H](C)CN([C@@H](C)CO)C(=O)c2cc(NC(=O)c3ccccc3)ccc2O1 | 0 | -29 | x | 16 | 62 | -7 | -12 | 0
COc1ccc(N=c2scc(-c3ccc(OC)cc3)n2CCO)cc1 | -2 | 25 | 5 | -19 | x | x | x | 1
CC(C)NC(=O)N1CCCCN2[C@H](C1)[C@@H](c1ccc(C#Cc3ccccc3F)cc1)[C@@H]2CO | -7 | 5 | -30 | 8 | -38 | 9 | 5 | 5
Cc1ccc(S(=O)(=O)NC(=O)NC(C)Cc2ccccc2)cc1 (stereo unspecified) | 0 | -2 | x | -5 | 1 | x | 16 | 3
c1ccc2[nH]c(SCC3CCCCO3)nc2c1 (stereo unspecified) | x | 6 | -15 | -141 | x | -29 | 6 | x
N#Cc1cccc(-c2csc(C(O)c3ccc(F)cc3)n2)c1 (stereo unspecified) | -1 | x | -26 | -42 | -3 | -15 | 7 | -2
COc1cccc(CNC(=O)C2Cc3cc(S(=O)(=O)N4CCCC4)ccc3N2C(C)=O)c1OC (stereo unspecified) | 8 | 5 | 22 | -16 | 7 | 9 | 2 | 4
Fc1ccc(/C=N/NC(=S)NCCc2ccccc2)cc1F | 14 | 1 | x | -18 | -3 | -18 | 5 | -3
O=C(c1cc2ncc(CCCl)cn2n1)N1CCCCCC1 | x | -2 | x | -11 | x | -1 | 8 | x
CS(=O)(=O)N1CCN(c2ccccc2NC(=O)c2cc3ccccc3o2)CC1 | -4 | 2 | -12 | 30 | -13 | 7 | 7 | -7
CN1CCC(OC(=O)c2cc3cc(Cl)cc(Cl)c3oc2=O)CC1 | 0 | -6 | -10 | 4 | -9 | 16 | -24 | -8
COc1cc(CC(=O)OCC(=O)NCc2ccc(C)cc2)cc(OC)c1OC | 2 | -4 | -3 | 3 | -3 | 8 | 0 | 2
C[C@H]1CN([C@@H](C)CO)C(=O)c2cc(NS(=O)(=O)c3cccs3)ccc2O[C@H]1CN(C)C(=O)Nc1ccc(C(F)(F)F)cc1 | -4 | -3 | -2 | x | -21 | 15 | -19 | -3
C[C@H](NC(=O)c1nc[nH]c1C(=O)OCc1ccccc1)c1ccccc1 | -3 | 2 | 5 | -12 | 6 | -13 | -5 | -2
COCC(=O)Nc1ccc2c(c1)[C@H]1C[C@@H](CC(=O)NC3CCCCC3)O[C@@H](CO)[C@H]1O2 | 38 | -8 | -5 | -13 | -5 | -2 | -3 | 2
OCC1OC2C(NC(=S)N2c2ccccc2)C(O)C1O (stereo unspecified) | x | 0 | x | 8 | x | 0 | 2 | x
CSCCC(NC(=O)c1ccco1)C(=O)Nc1ccc(C)cn1 (stereo unspecified) | 2 | 1 | x | -19 | -6 | -35 | 5 | -4
C(=N\NCc1ccccc1)/c1ccc2ncccc2c1 | -1 | x | -1 | -88 | x | -28 | 4 | -3
COc1cc(CC(CC(=O)c2ccc3c(c2)OCO3)C(=O)O)cc(OC)c1OC (stereo unspecified) | 0 | 3 | 2 | 2 | 4 | 0 | 20 | 0
CCCCOc1ccc(Br)cc1CSC(=N)N | x | -7 | x | 31 | x | 20 | -29 | x

Source: PubChem BioAssay
